Screening data from PubChem BioAssay.
POLH inh = inhibitors of human DNA polymerase eta; Potency, µM (top dose mostly 114 µM), inactives show at the highest dose activity change, negative = inhibition, hits mostly inhibitors; hit rate 1.2% among 390,000; recombinant Pol eta, fluorescent DNA replication assay; note: potency is the fitted concentration of half-maximal effect; % is set by controls: 0 for no effect and ±100 for the full control effect
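Fluorescent replication assay: 50 nM final substrate added after a 15 min room-temperature compound preincubation with 10 nM enzyme. Signal taken at 0 min and again at 10 min.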
Apoferritin bind = binds horse apoferritin like a general anesthetic. P02791. apoferritin/1-aminoanthracene competitive binding, fluorescence. Potency, µM (highest dose often 77.5 µM), without a hit: at the highest dose activity change, negative = displacement, usual class: inhibitors. hit rate 0.074% among 350,000; note: potency is the fitted concentration of half-maximal effect; % is set by controls: 0 for no effect and ±100 for the full control effect; nearly all actives have a fitted effect of over 20% in size
Target sequence (P02791 2-175 limits assumed): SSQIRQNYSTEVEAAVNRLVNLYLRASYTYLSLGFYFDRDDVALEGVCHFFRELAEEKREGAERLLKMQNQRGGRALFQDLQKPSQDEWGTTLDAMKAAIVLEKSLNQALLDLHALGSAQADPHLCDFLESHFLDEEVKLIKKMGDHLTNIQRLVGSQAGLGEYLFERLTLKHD
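Apoferritin-based anesthetic binding model; compound displacement of fluorescent 1-AMA measured as endpoint fluorescence after 10 minutes at room temperature, scaled to free-ligand and complex controls.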
Pol kappa inh = blocks human DNA polymerase kappa activity. Q9UBT6. purified Pol kappa, fluorescent DNA synthesis assay, 10 min. Potency, µM (top dose mostly 107 µM), for inactives: at the highest dose activity, negative = inhibition, hits mostly inhibitors. hit rate 0.53% among 400,000; note: potency is the fitted concentration of half-maximal effect; % is set by controls: 0 for no effect and ±100 for the full control effect
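Enzyme at 10 nM met test compounds for 15 min at room temperature. Substrate addition (50 nM final) began the reaction, which was monitored by fluorescence at 0 and 10 min.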
12-LOX inh = ALOX12 (human) lipoxygenase inhibition | Potency, µM (series often up to 108 µM), for the others: at the highest dose activity change, negative = inhibition, hits mostly inhibitors | purified 12hLO, xylenol orange hydroperoxide absorbance | hit rate 1.1% among 580,000; note: potency is the fitted concentration of half-maximal effect; % is set by controls: 0 for no effect and ±100 for the full control effect
Target sequence (P18054 whole entry, looked up): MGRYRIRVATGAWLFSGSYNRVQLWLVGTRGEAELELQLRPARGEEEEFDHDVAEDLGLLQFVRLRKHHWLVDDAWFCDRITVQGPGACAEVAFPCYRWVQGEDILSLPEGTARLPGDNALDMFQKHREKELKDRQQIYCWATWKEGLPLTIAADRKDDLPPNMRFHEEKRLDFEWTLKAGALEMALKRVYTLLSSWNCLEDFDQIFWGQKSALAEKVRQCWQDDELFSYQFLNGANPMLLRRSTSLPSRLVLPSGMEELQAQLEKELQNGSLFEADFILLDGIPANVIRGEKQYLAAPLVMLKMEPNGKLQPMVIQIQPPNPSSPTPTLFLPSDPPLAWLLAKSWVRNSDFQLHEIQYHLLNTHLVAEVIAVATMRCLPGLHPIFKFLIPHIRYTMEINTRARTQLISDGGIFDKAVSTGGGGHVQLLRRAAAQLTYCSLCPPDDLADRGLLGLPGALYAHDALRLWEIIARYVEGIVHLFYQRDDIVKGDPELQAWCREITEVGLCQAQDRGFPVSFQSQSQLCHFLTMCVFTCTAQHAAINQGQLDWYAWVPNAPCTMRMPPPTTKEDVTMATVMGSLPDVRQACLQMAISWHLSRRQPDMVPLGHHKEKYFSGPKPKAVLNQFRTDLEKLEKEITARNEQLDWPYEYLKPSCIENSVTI
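Hydroperoxide product was detected by ferrous iron/xylenol orange as the 573 to 405 nm absorbance ratio. Arachidonic acid at 40 uM (final) was turned over for 30 min at room temperature by 150 nM human 12hLO, pH 7.0 Hepes buffer, after 15 min compound preincubation.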
RGS4 inh = blocks human RGS4-accelerated GTP hydrolysis; Transcreener GDP fluorescence polarization, RGS4-accelerated GTP hydrolysis; Potency, µM (series often up to 114 µM), inactives show at the highest dose activity change, negative = inhibition, actives largely listed as inhibitors; hit rate 0.039% among 390,000; AID 504845; P49798; note: potency is the fitted concentration of half-maximal effect; % is set by controls: 0 for no effect and ±100 for the full control effect; nearly all actives have a fitted effect of over 75% in size; some results filed as inactive show a strong effect at the top dose
Target sequence (P49798 whole entry, looked up): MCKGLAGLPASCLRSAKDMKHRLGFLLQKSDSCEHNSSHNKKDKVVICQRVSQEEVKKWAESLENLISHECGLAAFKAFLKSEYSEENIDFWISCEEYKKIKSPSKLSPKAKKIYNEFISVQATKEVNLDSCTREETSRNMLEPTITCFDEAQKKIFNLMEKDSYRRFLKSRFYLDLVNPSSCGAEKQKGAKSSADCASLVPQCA
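MLSMR compounds (23 nl, pin-transferred) preincubated 10 min at room temperature with a 500nM (2x) first reagent, then RGS4 at 900nM (2x) plus Transcreener GDP mix added; fluorescence polarization (620/688 nm) read before and after 90 min at 30 °C.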
LDHA block = blocks human lactate dehydrogenase A; activity change, % (values are at about 110 or 230 µM); P00338; hit rate 0.15% among 480,000; purified LDHA, NADH/diaphorase-resazurin fluorescence; stronger effect = lower value; AID 1347041; in the data active = activity change below about -30%; inconclusive = mostly about -25% to -30%;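 note: plate controls were DMSO wells for no effect and wells without enzyme for full effect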
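LDH5 2 nM; NADH 0.06 mM, pyruvate 0.2 mM; 200 mM Tris pH 7.4, EDTA, Tween-20; 5 min RT. Detection: diaphorase 0.133 mg/mL + resazurin 37 µM, fluorescence ex540/em590 at 0 and 20 min; normalized to enzyme-free and DMSO wells.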
APE1 inh = inhibitors of human APE1 endonuclease. P27695. AID 2517. Potency, µM (top dose mostly 65.8 µM), for inactives: at the top dose activity change, negative = inhibition, usual class: inhibitors. recombinant APE1, TAMRA/BHQ-2 abasic DNA cleavage fluorescence. hit rate 0.35% among 350,000;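 note: potency is the fitted concentration of half-maximal effect; plate controls were vehicle for no effect and reference inhibitor for full effect; nearly all actives have a fitted effect of over 55% in size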
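Endonuclease cleavage of a quenched abasic-site DNA duplex (50 nM) by APE1 (0.75 nM) was tracked by TAMRA dequenching. Compounds were preincubated with enzyme 15 min at room temperature; data normalized to buffer-only and DMSO wells plus NSC13755 control.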
ERG-DNA inh = blocks human ERG Ets domain binding to DNA | P11308 | fluorescence polarization, His-ERG Ets domain / labelled DNA | Potency, µM (top dose mostly 76.9 µM), for inactives: at the highest dose FP activity, negative = inhibition, actives largely listed as inhibitors | hit rate 0.028% among 370,000; active = well fitted inhibition curve with a large enough effect in the polarisation, with a control signal flat; inconclusive = small, poorly fitted or top-dose-only effect, or effect the other way, or a change in a side signal; inactive = no such curve, though single readings can be large or run the other way; the % refers to the polarisation;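 note: polarization taken with two DNA probes labelled with fluorescein and Texas red; potency is the fitted concentration of half-maximal effect; % of control where 0% means no effect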
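His-tagged ERG Ets domain (1 uM in the protein solution; 300mM KCl, 50mM Tris-HCl, 1mM EDTA, 1mM DTT, pH 7.5) received compound, then a probe mix of 5 nM fluorescein-DNA and 100nM Texas-615-DNA. Fluorescence polarization was read for both dyes.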
POLB inh = inhibitors of human DNA polymerase beta; P06746; Pol beta primer extension/strand displacement, fluorescence kinetic; Potency, µM (series often up to 114 µM), for inactives: top-dose activity change, negative = inhibition, actives largely listed as inhibitors; hit rate 1.3% among 340,000; note: potency is the fitted concentration of half-maximal effect; % is set by controls: 0 for no effect and ±100 for the full control effect
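Enzyme-only controls used 10 nM Pol beta; buffer lacking enzyme served as negative control. Compound preincubated 15 min, then 50 nM substrate added; 0 and 10 min reads at room temperature.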
Numbers without * were called inactive; ? = inconclusive; · = no result given; [ ] = remark or other dose. Unless noted, calls come from the whole dose curve; as a rule, active = well fitted curve in the direction sought with a large enough effect; inconclusive = small, poorly fitted or top-dose-only effect, or another doubt; inactive = no such curve, though single readings can be large; an effect the other way counts as inactive or inconclusive.

SMILES | POLH inh | Apoferritin bind | Pol kappa inh | 12-LOX inh | RGS4 inh | LDHA block | APE1 inh | ERG-DNA inh | POLB inh
CCN(CC)S(=O)(=O)N1CCC(C(=O)NC(C)CCc2ccccc2)CC1 (centres undefined) | -15% | -11% | -12% | 27% | 30% | -11 | -3% | -9% | 11%
CC(C)CCNC(=O)c1cn(C)c2ccc(S(=O)(=O)N3CCOCC3)cc2c1=O | -6% | -1% | -14% | -25% | 1% | -4 | · | 1% | -5%
Cc1ccccc1-c1nc(Cc2ccc(Cl)cc2)no1 | 0% | -14% | -4% | 0% | -5% | 3 | -4% | -4% | 2%
O=C(CCc1c[nH]c2ccccc12)NCC1CCCO1 (centres undefined) | -9% | -7% | 2% | -25% | -5% | -5 | 2% | -10% | 14%
CC1CCc2sc(C(=O)NNC(=O)c3ccncc3)cc2C1 (centres undefined) | -9% | · | 4% | 5% | -27% | -2 | 41%[activator] | -2% | ·
CCOc1ccc(OCCC(=O)NNC(=O)c2ccccc2Cl)cc1 | ? | · | -9% | -4% | -22% | 2 | -2% | 3% | ·
O=C(OCCOCCN=C1NS(=O)(=O)c2ccccc21)c1ccc(F)cc1 | -4% | 2% | -14% | 2% | 11% | -8 | 11% | -8% | 2%
c1ccc(C[n+]2cccc(-c3ccccc3)c2)cc1 | -11% | 4% | 0% | -22% | -28% | -7 | -1% | -9% | 7%
COc1cccc(NC(=O)COc2cccc(-n3cnnn3)c2)c1 | -21% | -11% | -3% | -8% | 1% | -3 | -2% | 3% | -17%
NS(=O)(=O)c1ccc(CCNC(=O)c2ccc3c(c2)OCO3)cc1 | -2% | -3% | -3% | -4% | -15% | -11 | 36% | 3% | -21%
COC(=O)c1cc(Cl)c(NC(=O)Cc2ccccc2)cc1OC | -2% | -20% | -21% | 2% | 9% | -3 | 2% | -3% | ?
O=C(Nc1cccc2ccccc12)NC1CCCCC1 | -12% | -6% | -11% | 33%[activator] | 0% | -6 | 25% | -12% | 4%
Cc1ccnc(N2C(=O)C3C4CC(C(Br)C4Br)C3C2=O)c1 (centres undefined) | 10% | ? | -2% | 6% | -2% | -2 | 2% | -3% | 91%
COc1ccc(Cc2nnc(SCC(=O)N3CCCC3)o2)cc1 | -1% | -6% | 2% | -3% | -22% | -2 | 6% | -23% | -12%
CC(C)Sc1nc2c(cnn2-c2ccc(Cl)cc2)c(=O)[nH]1 | 8% | 5% | -2% | -8% | 10% | -11 | -18% | 7% | -1%
COc1ccc(C(=O)NCc2nnc(SCC(=O)c3ccccc3)o2)cc1 | -19% | ? | 3% | -22% | 17% | 0 | 13% | 6% | 13%
Cn1c(N)c(C(=O)COC(=O)C2(c3ccc(F)cc3)CCCC2)c(=O)n(C)c1=O | 0% | 1% | 2% | 3% | -8% | -1 | 3% | 5% | 10%
O=S(=O)(c1ccc(Cl)s1)N1CCN(c2ncccn2)CC1 | -13% | 2% | -6% | 16% | -15% | -4 | -4% | · | 3%
Cc1ccc(S(=O)(=O)N2[C@@H](c3ccc(F)cc3)C(C(=O)O)=CC[C@H]2c2cccs2)cc1 | -22% | · | 0% | -13% | -16% | -4 | 5% | -3% | ·
O=C(NCCc1ccccc1)c1cnc2sc(N3CCCCCC3)nn2c1=O | -17% | -10% | 0% | -13% | 14% | -9 | · | -7% | 13%
COc1ccc(CCNc2ccc(S(N)(=O)=O)cn2)cc1 | -18% | 3% | 6% | -4% | -31% | 0 | 40% | -6% | -9%
CN(c1ccc(C(=O)NCc2ccccc2)cc1)S(C)(=O)=O | 7% | -4% | -2% | 9% | 12% | 3 | 3% | · | 7%
Cc1ccc(-c2nn3c(C)nnc3c3ccccc23)cc1S(=O)(=O)NCc1ccco1 | 1% | -9% | -1% | -21% | -9% | -4 | 4% | · | ?
Cc1cccc(NS(=O)(=O)c2ccc(Cl)cc2)n1 | -14% | -4% | -6% | 0% | -1% | 1 | 17% | 4% | 34%
COc1cccc(/C=C(\C#N)C(=O)Nc2ccc(NC(C)=O)cc2)c1OC | -19% | 1% | -6%[60.1 µM] | -13% | 0% | 8 | · | 0% | -4%
Continuation:
SMILES | POLH inh | Apoferritin bind | Pol kappa inh | 12-LOX inh | RGS4 inh | LDHA block | APE1 inh | ERG-DNA inh | POLB inh
CCOC(=O)C1C(=O)NC(N2CCN(c3ccccc3)CC2)=NC1c1ccccc1 (centres undefined) | -5% | 6% | 3% | 3% | -32% | 0 | -1% | 9% | 2%
O=C(Nc1cccc(Cl)c1)c1cc(S(=O)(=O)NCCc2ccc(Cl)cc2)ccc1F | -24% | -24% | -4% | -25% | ? | 0 | 6% | 8% | -10%
c1cc(C2CCN(Cc3nc(-c4ccc5c(c4)OCO5)no3)CC2)ccn1 | -14% | -9% | -18% | -29% | 5% | 1 | 7% | -5% | 9%
CC1(C)CC2CC(C)(CN2c2ncnc3ccccc23)C1 (centres undefined) | -4% | 4% | -5% | 16% | 6% | 5 | ? | · | -1%
COc1ccc(C(=O)N/C(N)=N/c2nc3ccccc3o2)cc1 | -4% | -8% | -4% | -4% | 24% | -12 | 7% | 0% | ?
CN1CCN(CCCNc2nc3ccccc3c3nc(-c4ccccc4)nn23)CC1 | 9% | · | -2% | 0% | 5% | -3 | · | -7% | ·
CCN(CC)c1ncnc2c1ncn2Cc1c(Cl)cccc1Cl | -16% | 4% | 2% | ? | -41% | 0 | -6% | 4% | 13%
O=C(COC(=O)c1cc(S(=O)(=O)N2CCCCC2)ccc1Cl)NCc1ccco1 | -16% | -13% | -5% | -4% | -19% | -1 | 4% | 11% | 2%
Cc1noc(C)c1COc1ccc(C(=O)N2CCN(S(=O)(=O)c3ccccc3)CC2)cc1 | -19% | · | -2% | -5% | 3% | -1 | 4% | 4% | ·
COc1ccc(C(=O)OCC(=O)NC2CCCCCC2)c(OC)c1 | -5% | · | 0% | -13% | -1% | 0 | 9% | -10% | ·
CS(=O)(=O)N(CC(=O)N1CCN(Cc2ccccc2)CC1)c1cccc(Cl)c1 | -11% | -2% | -1% | 0% | 2% | -6 | 9% | 77%[activator] | -17%
Cc1nn(-c2ccccc2)c2sc(C(=O)N3CCc4ccccc4C3)cc12 | -1% | -7% | -7% | -14% | -2% | 4 | -5% | · | -5%
O=[N+]([O-])c1cccc(-c2cnc3ccccc3n2)c1 | 1% | 0% | 8% | 76%[activator] | -7% | -11 | 1% | 4% | 1%
C=CCn1c(SCC(=O)Nc2ccc(F)cc2)nc2ccccc2c1=O | -19% | -1% | -17% | -14% | 18% | -8 | 54%[activator] | 0% | -14%
CC(C)(CNC(=O)Cc1ccc(Cl)cc1Cl)N1CCCCC1 | -5% | -2% | 1% | ? | 3% | -4 | 50%[activator] | 4% | 6%
COc1ccc(Br)c2c1-c1nc(NC(=O)c3ccccc3SC)sc1C2 | -8% | -4% | -13% | ? | ? | 10 | · | 0% | -1%
Cc1cc(C)cc(NC(=O)C2CCCN(c3nnc(-n4c(C)ccc4C)s3)C2)c1 (centres undefined) | -11% | 9% | -16% | -18% | 3% | -1 | · | 1% | -2%
COc1ccc(Nc2nc3c([nH]2)c(=O)[nH]c(=O)n3C)cc1 | -17% | 0% | -19% | -5% | 7% | -8 | 16% | -2% | 13%
COC(=O)c1ccc(-n2nnc(-c3nc(-c4ccc5c(c4)OCO5)no3)c2C)cc1 | -5% | -1% | 8% | 5% | -15% | -9 | · | -3% | 1%
C#CC[N+]1(CC#Cc2cccc3ccccc23)CCOCC1 | -14% | -5% | -2% | 1% | -23% | -3 | -1% | 0% | 9%
O=Cc1ccc(OCc2ccccn2)cc1 | -10% | -7% | 6% | 18% | 4% | -5 | 12% | 0% | 2%
COc1ccc(Cl)cc1CN1CCN(c2nc(C)cc(C)c2C#N)CC1 | ? | 7% | -24% | -9% | -8% | -1 | -9% | 7% | 12%
Cc1cc(O)cc(C)c1NS(=O)(=O)c1ccc2ccccc2c1 | -2% | -10% | -14% | ? | -2% | -2 | -3% | 4% | 8%
CC(C)c1nnc(NC(=O)CCC(=O)Nc2ccccc2)s1 | -18% | 0% | 7% | -2% | -16% | -7 | 3% | -1% | 5%
O=C(OCCN1CCOCC1)c1ccccc1 | -3% | -2% | -3% | ? | ? | 1 | 27% | 21% | 34%
CC1CN(CCCOc2ccc([N+](=O)[O-])cc2)CC(C)O1 (centres undefined) | -12% | -5% | -11% | ? | 24% | -21 | 2% | -5% | 2%
CCOc1ccc(NC(=S)NS(=O)(=O)c2cc(Br)ccc2OCC)cc1 | -12% | · | -6% | ? | -39% | -4 | · | 2% | ·
CCn1c(C)nnc1SCC(=O)Nc1ccc2c(c1)OCCO2 | -21% | 2% | -9% | -1% | -25% | -4 | 37% | 4% | 17%
COc1cc(NC(=O)CN2CCC(C)CC2)c(C)cc1[N+](=O)[O-] | -15% | -16% | -12% | 1% | 8% | -4 | -4% | 9% | 16%[57.1 µM]
COc1ccc(CNC(=O)CN2C(=O)C3CCCN3c3ncc(Cl)cc32)cc1 (centres undefined) | -12% | -4% | 0% | ? | -14% | -2 | -2% | 17% | ?

An excerpt, so the mix of outcomes need not match the whole.
